SENP7 block: SENP7 protease inhibitors, primary screen, biochemical, luminescence, uHTS; Sentrin-specific protease 7 (Homo sapiens), Q9BQF6; recombinant SENP7, Z-RLRGG-aminoluciferin luminescence, 40 min; inhibition, % at 5 µM; actives 1.5% (n = 330,000); AID 434973, 2010;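 active = inhibition above about 50% at the single test dose, limit read from the data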;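 also: plate controls were DMSO with enzyme for no effect and no enzyme buffer wells for full effect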
SENP6 inh: SENP6 protease inhibitors, primary screen, biochemical, luminescence, uHTS | Sentrin-specific protease 6 (Homo sapiens), Q9GZR1 | Recombinant SENP6 catalytic domain, aminoluciferin luminescence | inhibition, % at 10 µM | actives 1.8% (n = 330,000) | AID 2599, 2010;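 active = inhibition above about 50% at the single tested dose, limit read from the data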;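 also: plate controls were DMSO wells with enzyme for no effect and DMSO wells lacking enzyme for full effect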
PfG6PD inh: PfG6PD enzyme inhibitors, primary screen, biochemical, fluorescence intensity, uHTS. actives 0.78% (n = 350,000). glucose-6-phosphate dehydrogenase-6-phosphogluconolactonase (Plasmodium falciparum 3D7). inhibition, % at 20 µM. PfGluPho enzyme, NADPH resazurin-diaphorase fluorescence;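 active = inhibition reaching at least a set limit at 20 µM in the primary screen, cut at about 59% in these data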;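 also: 0% = DMSO wells with substrate and 100% = DMSO wells lacking glucose-6-phosphate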
SENP8 block-1: human SENP8 protease inhibitors, primary screen, biochemical, fluorescence, Nedd8 protein substrate, uHTS; recombinant SENP8; inhibition, % at 20 µM; actives 0.64% (n = 360,000); AID 602440, 2012; in the data active = inhibition mostly above about 40%, no sharp cut-off; inactive = mostly below about 27%
SENP1 inh: human SENP1 catalytic domain inhibitors, primary screen, biochemical, FRET, uHTS; Sentrin-specific protease 1 (Homo sapiens), Q9P0U3; recombinant SENP1 catalytic domain, CyPet-SUMO1-YPet FRET cleavage; inhibition, % at 10 µM; actives 0.21% (n = 360,000);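 active = inhibition at least 30% at 10 µM, raw YFP signal under a set limit, fluorescence ratio 0.5 to 1.5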;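 also: 0% = enzyme with DMSO and 100% = no enzyme wells; some results filed as inactive read as strong as hits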
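Test system: hSENP1 catalytic domain, recombinant; Amount: 20 pM final SENP1 enzyme; Medium: Tris pH 8 buffer plus EDTA, NaCl, BME, BSA, NP40, catalase; Schedule: 50 min enzyme reaction, room temperature, light-protected; Technique: FRET fluorescence in CFP and YFP emission channels; Controls: no-enzyme wells low, DMSO-plus-enzyme wells high control.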
HKDC1 inhibitor: HKDC1 hexokinase inhibitors, primary screen, biochemical, fluorescence, uHTS; Q2TB90; recombinant HKDC1, G6PDH/diaphorase resazurin coupled fluorescence; inhibition, % at 20 µM; actives 0.16% (n = 340,000);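 active = inhibition above about 35% when tested at 20 µM, limit read from the data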;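 also: plate controls were DMSO wells with enzyme for no effect and DMSO wells lacking enzyme for full effect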
Target sequence (Q2TB90 whole entry, looked up): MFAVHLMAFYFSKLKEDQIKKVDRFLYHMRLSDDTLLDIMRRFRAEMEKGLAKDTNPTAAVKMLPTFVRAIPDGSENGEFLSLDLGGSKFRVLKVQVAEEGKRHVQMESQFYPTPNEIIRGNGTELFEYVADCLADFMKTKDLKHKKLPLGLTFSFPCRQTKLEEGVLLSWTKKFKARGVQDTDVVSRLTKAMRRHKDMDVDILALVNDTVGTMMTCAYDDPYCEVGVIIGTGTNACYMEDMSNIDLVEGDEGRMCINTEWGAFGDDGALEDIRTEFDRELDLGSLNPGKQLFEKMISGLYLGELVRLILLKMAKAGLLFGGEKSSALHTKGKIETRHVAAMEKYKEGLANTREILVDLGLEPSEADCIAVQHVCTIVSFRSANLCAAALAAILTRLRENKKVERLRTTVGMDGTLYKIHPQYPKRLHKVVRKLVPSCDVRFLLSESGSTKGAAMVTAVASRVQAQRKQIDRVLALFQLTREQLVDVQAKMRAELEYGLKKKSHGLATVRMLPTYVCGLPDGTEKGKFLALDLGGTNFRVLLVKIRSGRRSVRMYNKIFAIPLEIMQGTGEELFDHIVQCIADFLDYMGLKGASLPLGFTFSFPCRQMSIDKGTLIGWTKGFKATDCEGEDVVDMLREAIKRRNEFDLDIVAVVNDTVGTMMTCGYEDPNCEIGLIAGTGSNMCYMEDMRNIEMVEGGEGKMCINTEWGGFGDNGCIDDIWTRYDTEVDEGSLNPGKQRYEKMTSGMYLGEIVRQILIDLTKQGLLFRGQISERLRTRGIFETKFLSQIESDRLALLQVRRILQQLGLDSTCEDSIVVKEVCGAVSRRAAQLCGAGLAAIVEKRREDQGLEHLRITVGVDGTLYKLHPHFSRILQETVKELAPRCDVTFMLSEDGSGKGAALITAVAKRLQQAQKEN
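Assay system – recombinant HKDC1 (HK5) hexokinase enzyme, produced in-house · Input – HKDC1 at 5 µg/mL · Reagent – glucose plus 1 mM ATP as hexokinase substrates · Timing – 90 min reaction incubation at room temperature, dark · Measured by – G6PDH/diaphorase-coupled fluorescence, 1 mM NADP, 100 µM resazurin, 525/613 nm · Benchmarks – DMSO-enzyme wells negative, buffer-substituted wells positive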
Apaf-1 inh: inhibitors of human Apaf-1 apoptosome, primary screen, biochemical, DEVD-Rh110 fluorescence, uHTS | Apoptotic protease-activating factor 1 (Homo sapiens), O14727 | reconstituted apoptosome caspase-3 activity | inhibition, % at 20 µM | actives 0.71% (n = 330,000) | AID 489030, 2010; active = inhibition of at least 40% at 20 µM;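 also: plate controls were DMSO wells for no effect and DEVD-CHO caspase inhibitor wells for full effect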
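Material: biochemical Apaf-1 apoptosome reconstitution. Medium: Hepes buffer, pH 7.5. Also added: cytochrome c activation, bis-DEVD rhodamine 110 substrate. Timing: 30 min compound preincubation, 50 min activation, room temperature. Measured by: rhodamine 110 fluorescence at Ex 480/Em 540 nm.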
SENP8 block-2: SENP8 protease inhibitors, primary screen, biochemical, luminescence; Sentrin-specific protease 8 (Homo sapiens), Q96LD8; purified SENP8, Z-RLRGG-aminoluciferin cleavage; inhibition, % at 10 µM; actives 1.2% (n = 330,000); AID 2540, 2010; in the data active = inhibition above about 50%
NALP3 yeast inh: NALP3 inflammasome inhibitors in reconstituted yeast, primary screen, luminescence, uHTS. Yeast reconstituted NLRP3/ASC/caspase-1, beta-gal luminescence, 24 h. inhibition, % at 10 µM. actives 0.39% (n = 330,000). AID 2825, 2010;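 active = inhibition of 50% or more; inactive = inhibition below 50%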;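 also: plate controls were induced DMSO wells for no effect and uninduced yeast grown without galactose for full effect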
* marks the source's active call; other numbers are inactive results; nt = no result given.

Every second line gives: SENP7 block	SENP6 inh	PfG6PD inh	SENP8 block-1	SENP1 inh	HKDC1 inhibitor	Apaf-1 inh	SENP8 block-2	NALP3 yeast inh
- COc1ccc(C(CNC(=O)c2ccc(NS(=O)(=O)c3ccc4c(c3)OCCO4)cc2)N(C)C)cc1 (stereo not given)
 : -3	-4	-15	-13	-2	2	6	-4	21
- COc1ccc(S(=O)(=O)N(C)C[C@H]2Oc3c(NC(=O)C4CC4)cccc3C(=O)N([C@H](C)CO)C[C@@H]2C)cc1
 : -9	0	4	11	0	-8	1	-7	2
- O=C(O)CN1C(=O)/C(=C\c2cc(Br)ccc2OCc2ccc(Cl)cc2Cl)SC1=S
 : 8	10	-44	-4	2	25	15	14	8
- Cc1ccc(-c2nnc3n2N=C(c2ccccc2)CS3)cc1
 : 5	-7	13	13	2	-6	13	-11	21
- CC1=NN(Cc2ccccc2)C(=O)/C1=C\c1ccc(N(C)C)cc1
 : 8	1	-18	40*	4	2	-1	7	3
- Cc1ccc(NCC2(N=Cc3ccccc3)OC(CO)C(O)C2O)cc1 (stereo not given)
 : nt	nt	3	-3	-4	-9	nt	nt	nt
- Cc1nn(C)c(C)c1NC(=O)COc1ccc(Cl)cc1
 : 0	-11	-14	12	1	2	2	0	2
- Cc1ccc(NC(=O)CN2C(=O)S/C(=C\c3cc(Cl)c(OCC(=O)O)c(Cl)c3)C2=O)cc1
 : -8	-4	52	-1	-53	19	-17	-13	5
- O=C(CN1CCN(Cc2ccc(F)cc2Cl)C1=O)NCCCN1CCOCC1
 : 4	-6	15	0	-2	-5	-4	-8	16
- N/C(=N\O)c1ccncc1
 : -8	-11	-4	15	1	-2	-22	-4	-16
- O=C(COC(=O)CNS(=O)(=O)c1ccc(F)c(F)c1F)NC1CCCC1
 : 5	6	-2	10	1	-3	6	-6	10
- O=C(NC(=S)Nc1ccc(Br)cn1)c1cccs1
 : 13	-5	-12	13	-1	4	-9	-3	15
- CCOc1ccc(C2=Nn3c(nnc3-c3ccccn3)SC2)cc1
 : -1	7	4	21	-1	-5	3	4	2
- O=C(NC1CCCCCC1)C1CCC(CNS(=O)(=O)c2ccc(Br)s2)CC1 (stereo not given)
 : 13	-4	-1	21	2	16	5	7	-4
- Cn1c(N)c(C(=O)COC(=O)[C@H](Cc2ccccc2)N2C(=O)c3ccccc3C2=O)c(=O)n(C)c1=O
 : 2	5	13	16	2	-4	13	-2	-1
- COc1ccc(F)cc1C(=O)C1CCCN(C(=O)CSc2ccccn2)C1 (stereo not given)
 : -9	-8	6	8	1	-1	3	-8	-6
- Nc1sc(-c2ccccc2)cc1C(=O)N/N=C/c1ccc(Cl)cc1
 : -3	-10	18	-28	-6	-2	10	-6	24
- COc1ccccc1CCNC(=O)C(=O)NCC1CCCN1S(=O)(=O)c1ccccc1 (stereo not given)
 : -5	-12	25	12	-5	-9	8	-1	-1
- O=C(CCn1c(=O)oc2ccccc21)N(Cc1ccccc1)c1ccccn1
 : -8	-6	5	9	1	-13	-9	1	3
- COC(=O)c1sccc1NC(=O)c1ccco1
 : -13	-6	4	8	1	1	9	-4	20
- COC(=O)c1cc(NC(=O)c2cccc(F)c2)cc(C(=O)OC)c1
 : 6	-21	4	8	1	1	-9	10	10
- CCn1c(SCC(=O)NC(C)c2ccccc2)nc2ccccc21 (stereo not given)
 : -5	-19	-2	20	0	-7	0	-4	1
- C[C@]12CC[C@@H]3c4ccc(O)cc4CC[C@H]3[C@@H]1CC[C@@H]2OC(=O)CCC(=O)O
 : -9	-12	-18	-2	-1	-1	1	-5	2
- COc1cccc(NC(=O)C(=O)N/N=C/c2cc(C)n(-c3ccc(Cl)c(Cl)c3)c2C)c1
 : -8	-9	5	-69	-2	0	13	-4	4
- CCC(=O)NNc1nc2c(C)cccc2s1
 : -7	-16	19	8	-2	-12	-10	-4	10
- C=C1CCN(Cc2ccccc2)S(=O)(=O)c2ccccc21
 : 0	-20	25	2	2	-1	0	4	51*
- CC(=O)Nc1ccc(C(=O)NNC(=O)CCCCC(=O)NNC(=O)c2ccc(NC(C)=O)cc2)cc1
 : 2	2	-18	12	2	-5	-4	0	11
- CCOc1ccc(OCCSc2nc(C)cc(=O)[nH]2)cc1
 : 51*	66*	-27	3	2	6	-1	70*	29
- COc1ccc(-c2noc(CN(C)CCC3CCCCO3)n2)cc1 (stereo not given)
 : 4	-24	-2	3	0	-1	1	-1	21
- CCCCn1cc(C(C)(C)C)c(C#N)c1NC(C)=O
 : -16	0	17	-35	-10	-5	11	-11	-4
- O=C(NC(=S)Nc1ccc(Cl)cc1)c1ccccc1
 : -2	23	0	8	3	-4	25	-4	44
- CC(C)CC(COCc1ccc(F)cc1)N1CCN(C(=O)c2cccc(C(F)(F)F)c2)CCC1=O (stereo not given)
 : -4	-14	-1	2	1	3	13	-4	23
- COc1cccc2c(N/N=C/c3ccco3)cc(C)nc12
 : -2	-10	-9	-310	0	-7	7	-5	8
- CC(C)N(C(=O)COC(=O)c1ccc(Cl)s1)c1ccccc1
 : -7	0	-1	6	-1	-2	23	-16	19
- COCCn1nnnc1C(c1ccccc1)N1CCN(Cc2ccc3c(c2)OCO3)CC1 (stereo not given)
 : -11	-30	-2	14	1	-3	5	-10	21
- c1coc(CNCCCN2CCOCC2)c1
 : -5	-20	-11	14	2	9	-12	-4	13
- CCOc1ccc(NC(=O)Nc2ccc3c(c2)nnn3C)cc1
 : 2	-10	-4	4	4	1	-23	0	2
- Cc1ccc(NCC(=O)N/N=C/c2ccc(C(=O)O)cc2)cc1
 : 3	-13	7	20	0	0	-27	-3	14
- O=C(Nc1ccccc1N1CCCCC1)C1=COCCO1
 : -1	2	-6	-12	-4	-3	18	10	6
- Cc1cc(NC(=O)CCC(=O)N(c2cccc(F)c2)C(C(=O)NC2CCCC2)c2ccccc2)no1 (stereo not given)
 : -6	-12	44	3	-1	-8	10	1	3
- C#CCOCCOCCOCCNc1nc(N2CCN(C(=O)[C@H]([C@@H](C)CC)n3cc([C@@H](N)CO)nn3)CC2)nc(N2CCN(C(=O)[C@H](CCCCN)n3cc([C@@H](N)CC(C)C)nn3)CC2)n1
 : -3	-11	19	nt	nt	0	-1	7	16
- CCCCN(CCCC)CCCN1CC(=O)N2[C@@H](Cc3c([nH]c4ccccc34)C2(C)C)C1=O
 : 7	-16	11	14	0	-4	10	3	7
- CCOC(=O)C1C(=O)CC(=O)CC1CC(C)SCC (stereo not given)
 : -3	6	-24	-10	2	-7	14	-2	-11
- O=C(NCc1ccccc1)C1CCCN(S(=O)(=O)c2ccc(-n3cnnn3)cc2)C1 (stereo not given)
 : -2	-8	4	14	-1	1	6	-10	7
- COc1ccc(OC)c(-n2cnnn2)c1
 : -1	0	-7	-1	4	-4	-14	-4	9
- COc1cccc(-c2noc(CCC(=O)NC3CCCC3)n2)c1
 : -4	-13	0	-12	0	-10	-9	10	14
- COc1ccc(C(=O)N/N=C(\CCC(=O)O)c2ccc(C(C)(C)C)cc2)cc1OC
 : 11	5	-5	8	-31	-6	3	-2	9
- CN(C(=O)c1ccc(-c2nn(C)c(=O)c3ccccc23)cc1)c1ccccc1
 : -6	11	-4	23	3	0	-2	-8	-5
- CC(C)c1ccc(NC(=O)C2CCCN(S(=O)(=O)c3ccc4c(c3)C(C)(C)C(=O)N4C)C2)cc1 (stereo not given)
 : -17	-9	14	-5	5	3	29	-7	8
- CCCCSc1cc(=O)[nH]c(N)n1
 : 3	-6	-5	22	-4	-2	2	-3	5

(next part)
Every second line gives: SENP7 block	SENP6 inh	PfG6PD inh	SENP8 block-1	SENP1 inh	HKDC1 inhibitor	Apaf-1 inh	SENP8 block-2	NALP3 yeast inh
- O=C(CCCOc1ccc(Cl)cc1)NCC1CCCO1 (stereo not given)
 : -4	4	-19	9	-1	-1	3	14	21
- CCc1ccc(N(C(=O)c2csnn2)C(C(=O)NC2CCCCC2)c2cccnc2)cc1 (stereo not given)
 : -7	-39	-19	2	1	1	5	-4	4
- O=C1CCCc2c1[nH]c1ccccc21
 : 0	-3	3	-51	-9	-1	-5	-4	17
- COc1ccc(N=Nc2cc(C)ccc2O)cc1
 : 99*	9	16	-11	4	-9	-3	96*	9
- COC(=O)C1=C(N)Oc2cc(C)[nH]c(=O)c2C1c1cc(OC)c(OC)c(OC)c1 (stereo not given)
 : -3	-9	-17	16	0	-7	-2	-3	9
- Cc1nn(C)c(C)c1S(=O)(=O)N(CC(=O)Nc1ccc2c(c1)OCO2)c1ccc(C(C)C)cc1
 : -3	-1	10	28	0	-1	11	-5	0
- O=C1CC(N(C(=O)c2ccco2)c2cccc(Cl)c2)C(=O)N1c1cccc(Cl)c1 (stereo not given)
 : -11	-6	-7	15	2	6	-7	-4	-1
- Cc1nc2ccc(NC(=S)N3CCC(C)CC3)cc2nc1C
 : -1	-2	-16	-289	-6	12	-2	5	12
- COc1ccc(N(C(=O)/C=C/C(=O)Nc2cc(C)on2)C(C(=O)NC2CCCC2)c2ccccc2C)cc1 (stereo not given)
 : nt	nt	-2	19	1	14	nt	nt	nt
- CCN(CC(=O)Nc1ccc2c(c1)OCCO2)C(=O)C1CCCCC1
 : 9	-11	26	13	1	-1	11	1	-3
- Cc1c(CC(=O)NCCC(=O)O)c(=O)oc2cc3occ(-c4ccccc4)c3cc12
 : 0	-12	3	-190	-3	5	1	-1	12
- CCOC(=O)c1[nH]c2ccc(F)cc2c1NC(=O)CN1CCN(C/C=C/c2ccccc2)CC1
 : -7	-12	21	-499	0	-1	24	0	30
- O=C(CSc1nnc(CNC(=O)c2cccs2)o1)Nc1cccc(Cl)c1
 : 0	1	-7	3	2	3	-29	-7	13
- COc1ccccc1-n1c(CNC(=O)c2ccc(S(=O)(=O)N3CCCCC3)cc2)n[nH]c1=S
 : 2	-7	22	1	1	-3	-6	-2	17
- Cc1ccc(C)c(Oc2ncnc(N)c2[N+](=O)[O-])c1
 : 1	-32	2	22	3	-7	-3	4	10
- CCCOC(=O)c1ccc(NC(=O)c2cccc(S(=O)(=O)N3CCN(C(C)=O)CC3)c2)cc1
 : 6	-15	6	6	0	1	3	2	-1
- COc1cccc(CNC(=O)COC(=O)C23CC4CC(CC(Cl)(C4)C2)C3)c1
 : 11	-11	12	8	0	0	4	1	-5

High-throughput results as filed in PubChem BioAssay.
